TAG inh: inhibitors of triacylglycerol accumulation, primary screen, cell-based, uHTS, fluorescence, H9c2. H9c2 cells, Nile Red lipid (TAG) fluorescence; cells loaded with 200 µM oleic acid. inhibition, % at 12.5 µM. actives 0.66% (n = 230,000);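 active means pattern-corrected inhibition of lipid staining of at least 50% with the nuclear-stain viability signal not falling by more than 50%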;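 further: 0% = DMSO wells and 100% = triacsin C control wells; some results filed as inactive read as strong as hits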
TAG inh DAPI viability: further read-out of TAG inh, marked with its call; DAPI nuclei signal change (viability), lower = more cytotoxic, %;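 whole-well DAPI fluorescence read on a plate reader as a viability signal; minus 50 percent equals half of cells still viable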
* = called active by the depositor.

Sample of the layout (2 entries):
SMILES	TAG inh	TAG inh DAPI viability
O=C(C[n+]1cn(C(F)F)c2ccccc21)c1ccc(OC(F)F)cc1	-17	9
Cc1ccc(CONS(=O)(=O)c2cc(C)ccc2C)cc1	-11	-4

This part in full, from the start:
SMILES	TAG inh	TAG inh DAPI viability
O=C(C[n+]1cn(C(F)F)c2ccccc21)c1ccc(OC(F)F)cc1	-17	9
Cc1ccc(CONS(=O)(=O)c2cc(C)ccc2C)cc1	-11	-4
COc1ccc(OCc2n[nH]c(=S)o2)cc1	4	-3
CC(C)C(c1nnnn1CC1CCCO1)N1CCN(Cc2ccc3c(c2)OCO3)CC1 (configuration not stated)	0	-12
CCOc1cccc(NC(=O)/C(C#N)=C\c2cn(CC(=O)O)c3ccccc23)c1	6	-8
Cc1ccc(CNC(=O)C(=O)NCC2OCCN2S(=O)(=O)c2ccc(Br)cc2)cc1 (configuration not stated)	18	6
COc1ccc(/C=C2\S/C(=N/S(=O)(=O)c3cccs3)NC2=O)cc1	3	-3
COc1cc(OC)c(C(=O)OCC(=O)Nc2c(C)n(C)n(-c3ccccc3)c2=O)cc1OC	-1	5
CN(CC1CCOCC1)C(=O)CC1C(=O)NCCN1Cc1cccc(Oc2ccccc2)c1 (configuration not stated)	16	-19
O=C1CCC(c2ccc(-n3ccnc3)cc2)=NN1	14	-13
Cc1ccccc1-c1nnc(SCC(=O)N(C)c2c(N)n(Cc3ccccc3)c(=O)[nH]c2=O)n1C	-5	4
O=C(c1ccc(Cl)cc1)N1CCN(c2cccc3[nH]ccc23)CC1	3	-4
O=C(Cc1csc(NC(=O)c2ccccc2)n1)NO	-2	-7
O=C(COC(=O)Cc1ccccc1F)Nc1ccc2c(c1)OCO2	14	14
NC(=O)CSc1nnc(C2CC2)n1Cc1ccccc1	1	1
CCOC(=O)C1CCCN(C(=O)c2cccc(S(=O)(=O)N(C)c3ccc(OC)cc3)c2)C1 (configuration not stated)	-7	-2
O=C(c1cc(Cl)nc2ccccc12)N1CCN(S(=O)(=O)c2ccccc2[N+](=O)[O-])CC1	-8	5
COC(=O)CSC(=S)N1C(C)CCCC1C (configuration not stated)	2	-4
Nc1nc(-c2ccccn2)nc(N)c1Cc1c(F)cccc1Cl	29	-12
CCN(CC)c1ccc(C(=O)OCC(=O)N(C(C)C)C(C)C)cc1	14	-8
O=S(=O)(O)c1cc(O)c2cc(Nc3ccccc3)ccc2c1	2	-3
Cc1nc2ccc(S(=O)(=O)N(C)CC(=O)N3CCc4ccccc4C3)cc2s1	-16	-1
COc1ccc(NC(=O)CSCC(=O)Nc2cccc(S(=O)(=O)N3CCCCCC3)c2)cc1	15	-2
O=c1cc(CO)oc(CN2CCN(Cc3ccccc3)CC2)c1O	1	-4
Cc1ccccc1C(=O)NC(=S)Nc1ccc(S(=O)(=O)N(C)c2ccccc2)cc1	13	-1
COC(=O)c1sccc1NC(=O)CC1C(=O)NCCN1C(=O)Nc1ccc(C(F)(F)F)cc1 (configuration not stated)	20	-10
CN1CCN(c2ccc(S(=O)(=O)N3CCOCC3)cc2NC(=O)Cc2ccccc2F)CC1	5	1
Cc1nn(-c2ccccc2)cc1/C=N/O	-4	-3
CC(=O)N1CCc2cc(NC(=O)C3(C)CCN3Cc3ccccc3OC(F)F)ccc21 (configuration not stated)	5	-12
O=C(CCc1nc(-c2ccccc2Cl)no1)NCC1CCCO1 (configuration not stated)	-1	-3
CC(C)N(Cc1ccccc1)C(=S)NC(=O)C1(C)CC1(Cl)Cl (configuration not stated)	4	-3
CC(O)(c1ccc(F)c(F)c1)c1nc(-c2ccc(Cl)cc2)cs1 (configuration not stated)	-5	9
NC(c1ccccc1)c1csc(Nc2ccc(S(N)(=O)=O)cc2)n1 (configuration not stated)	6	1
CCc1ccc(/C=N/NC(=O)Cc2cccn2C)cc1	-11	4
COc1ccc2c(c1)CC[C@@H]1[C@@H]2CC[C@]2(C)[C@@H](C(=O)O)C[C@@H]12	-10	14
O=C(OCCO)c1cc(Cl)c(C(=O)OCCO)cc1Cl	4	-14
COc1ccc(NC(=O)CCCc2ccccc2)cc1OC	-7	-1
Cc1onc(C(=O)NN)c1C(=O)Nc1ncc(C(F)(F)F)cc1Cl	9	-2
O=C(NCc1ccco1)c1ccccc1NC(=O)C1CC(=O)N(c2ccc(Cl)cc2)C1 (configuration not stated)	14	4
Cc1cccc(NC(=O)CNC(=O)C(NC(=O)Cc2ccccc2)C(C)C)c1C (configuration not stated)	-26	0

Sorted by molecular weight (highest first): some entries from above
SMILES	TAG inh	TAG inh DAPI viability
COc1ccc(NC(=O)CSCC(=O)Nc2cccc(S(=O)(=O)N3CCCCCC3)c2)cc1	15	-2
COC(=O)c1sccc1NC(=O)CC1C(=O)NCCN1C(=O)Nc1ccc(C(F)(F)F)cc1 (configuration not stated)	20	-10
CN1CCN(c2ccc(S(=O)(=O)N3CCOCC3)cc2NC(=O)Cc2ccccc2F)CC1	5	1
CCOC(=O)C1CCCN(C(=O)c2cccc(S(=O)(=O)N(C)c3ccc(OC)cc3)c2)C1 (configuration not stated)	-7	-2
O=C(NCc1ccco1)c1ccccc1NC(=O)C1CC(=O)N(c2ccc(Cl)cc2)C1 (configuration not stated)	14	4
CC(=O)N1CCc2cc(NC(=O)C3(C)CCN3Cc3ccccc3OC(F)F)ccc21 (configuration not stated)	5	-12
Cc1nc2ccc(S(=O)(=O)N(C)CC(=O)N3CCc4ccccc4C3)cc2s1	-16	-1
Cc1cccc(NC(=O)CNC(=O)C(NC(=O)Cc2ccccc2)C(C)C)c1C (configuration not stated)	-26	0
Cc1onc(C(=O)NN)c1C(=O)Nc1ncc(C(F)(F)F)cc1Cl	9	-2
NC(c1ccccc1)c1csc(Nc2ccc(S(N)(=O)=O)cc2)n1 (configuration not stated)	6	1
CC(C)N(Cc1ccccc1)C(=S)NC(=O)C1(C)CC1(Cl)Cl (configuration not stated)	4	-3
CC(O)(c1ccc(F)c(F)c1)c1nc(-c2ccc(Cl)cc2)cs1 (configuration not stated)	-5	9
O=C(CCc1nc(-c2ccccc2Cl)no1)NCC1CCCO1 (configuration not stated)	-1	-3
CCN(CC)c1ccc(C(=O)OCC(=O)N(C(C)C)C(C)C)cc1	14	-8
O=c1cc(CO)oc(CN2CCN(Cc3ccccc3)CC2)c1O	1	-4
O=C(OCCO)c1cc(Cl)c(C(=O)OCCO)cc1Cl	4	-14
O=S(=O)(O)c1cc(O)c2cc(Nc3ccccc3)ccc2c1	2	-3
COc1ccc2c(c1)CC[C@@H]1[C@@H]2CC[C@]2(C)[C@@H](C(=O)O)C[C@@H]12	-10	14
COc1ccc(NC(=O)CCCc2ccccc2)cc1OC	-7	-1
NC(=O)CSc1nnc(C2CC2)n1Cc1ccccc1	1	1
CCc1ccc(/C=N/NC(=O)Cc2cccn2C)cc1	-11	4
COC(=O)CSC(=S)N1C(C)CCCC1C (configuration not stated)	2	-4
Cc1nn(-c2ccccc2)cc1/C=N/O	-4	-3

Continued.
SMILES	TAG inh	TAG inh DAPI viability
COc1ccc(CCNC(=O)C2=CC=CN3CCS(=O)(=O)N=C23)cc1	15	-4
CC1(C(=O)NS(=O)(=O)c2ccc(Cl)cc2)CCN1C(=O)CC1CCCC1 (configuration not stated)	29	-22
CCOc1c(C)cc2[nH]c(CCC(=O)O)nc2c1C	3	0
CC(C)(C)NC(=O)c1ccc2c(c1)CCO2	-11	6
CCOC(=O)C1CCN(c2ccc([N+](=O)[O-])c(C(C)=O)c2)CC1	-11	2
O=C(CCC(=O)N1CCN(S(=O)(=O)c2ccc(Cl)cc2)CC1)NC1CCCc2ccccc21 (configuration not stated)	-11	-4
N#CC1=C(N)Oc2c(oc(CO)cc2=O)C1c1ccsc1 (configuration not stated)	7	13
COc1ccc(NC(=O)c2cnn(-c3ccccc3)c2C)c(OC)c1	-16	6
CCN(CC)c1ncnc2c1ncn2[C@H]1CN(Cc2ccc(Cl)cc2)C[C@@H](CO)O1	29	-19
COc1ccc2c(CC(=O)Nc3ccccc3N3CCOCC3)coc2c1	-24	11
Cc1nnc(NC2CCCCC2)[nH]c1=O	5	-3
CC(O)C(NS(=O)(=O)c1ccc(Cl)cc1)C(=O)OCCOc1ccc(F)cc1 (configuration not stated)	-20	21
Cc1ccc(-c2nc3ncccc3o2)cc1NC(=O)c1ccc2c(c1)OCO2	-2	6
CCN(CC(=O)NCc1cccs1)C(=O)CCCOc1ccc(C(C)(C)C)cc1	23	-8
O=C(O)c1ccc(CS(=O)(=O)c2ccc(Br)cc2)cc1	6	0
C/C(=N\OCc1ccc(C#N)cc1)c1ccccc1	-7	9
Cc1nn(CC(=O)Nc2ccc3c(c2)OCCO3)c(C)c1[N+](=O)[O-]	0	0
CC(C)N(CCn1c(=S)[nH]c2ccccc2c1=O)C(C)C	26	-15
CSc1nc(N2CCOCC2)c2sccc2n1	0	-6
CN(C)CCC(=O)c1ccc(Cl)cc1	-15	4
Cc1ccc2c(c1)/C(=N/N1C(=O)c3ccccc3C1=O)C(=O)N2	3	-4
CC(=O)Nc1ccc(N=Nc2ccccc2)cc1[N+](=O)[O-]	1	0
CCOC(=O)c1c(CC(C)C)csc1/N=C/C1C(=O)CCCC1=O	-2	-14
Cc1cc(C)n2nc(SCC(=O)N(CCC#N)c3ccccc3F)nc2n1	-19	-3
Cn1c(=O)c(=O)n(C)c2cc(S(=O)(=O)N3CCCC3C(=O)NCc3ccco3)ccc21 (configuration not stated)	16	-3
C=C(C)c1cccc(C(C)(C)NC(=O)N2CCN(c3ncccn3)CC2)c1	-4	5
Cc1noc(C)c1C(=O)N1CCC2(CC1)Oc1ccc(F)cc1C(=O)C21CC(c2ccc(Cl)cc2)=NO1 (configuration not stated)	0	7
CN(Cc1ccc(C(F)(F)F)cc1)C(=O)C1CCC(=O)N(C2CC2)C1 (configuration not stated)	4	-5
CCOC(=O)C1=C(C)N=C2SC(C(=O)OC)=CC(=O)N2C1c1ccc(OC)cc1 (configuration not stated)	10	-1
CC(C)CN1C(=O)c2ccc(C(=O)Nc3c[nH]c(=O)[nH]c3=O)cc2C1=O	-5	24
CCOc1nc(OCC)nc(-n2cc(-c3ccccc3)nn2)n1	17	-9
Cc1ccc(S(=O)(=O)Nc2cc(=O)[nH]c3c2CCC3)cc1	3	5
COc1ccc(O)c(C(=O)C2c3ccccc3C(=O)N2c2ccc(C)cc2)c1 (configuration not stated)	12	-7
Cc1nnc(NC(=O)c2ccc(S(=O)(=O)N3CCCCCC3)cc2)o1	1	12
CCCCC1=CC2=C(c3ccco3)C(=O)C(C)(OC(=O)c3ccc(OC)cc3)C(=O)C2=CN1Cc1ccc2c(c1)OCO2 (configuration not stated)	-5	-2
COc1ccc(-c2cc([C@H]3[C@H]4C=CC[C@@H](C)[C@@H]4C(=O)N3Cc3ccccc3)ccc2F)cc1	-7	-5
COc1ccc(N2C(=O)CCC(C(=O)N3CCCCC3)C2c2ccc(OC)c(OC)c2)cc1 (configuration not stated)	-13	-2
CCO[C@@H]1OC(C(=O)NC2CC2)=C[C@H](C2CC2)[C@H]1CCCO	11	-9
Cc1ccc(-c2nc(SC(C)C(=O)c3c(N)n(C)c(=O)n(C)c3=O)n[nH]2)cc1 (configuration not stated)	3	-1
Cc1nn(-c2ccccc2)c(C)c1C(=O)OCC(=O)N(C)C1CCS(=O)(=O)C1 (configuration not stated)	1	2
Cc1cccc(NC(=O)c2ccccc2C(=O)Nc2cccc(C)c2)c1	0	2
Cc1ccc(NC(=O)C2CCCN(C(=O)c3ccc(Cl)cc3)C2)cc1S(=O)(=O)N1CCOCC1 (configuration not stated)	3	-3
COc1ccc(Cl)cc1NC(=O)NNC(=O)c1ccccn1	13	-6
O=C(c1cn(-c2ccccc2)nc1-c1ccc(Cl)s1)N1CCOCC1	6	-3
C/C(CC(=O)Nc1cccc(Cl)c1Cl)=N\NC(=O)c1ccccc1N	6	3
CCCCN1C(=N)N([C@@H](C)CN2CCC[C@H]2CN2C(N)=NC[C@@H]2Cc2ccccc2)C[C@H]1[C@H](C)CC	-24	20
COC(=O)c1ccc(/C=C/c2c(-c3ccsc3)sc3ccccc23)cc1	-2	19
COCCn1c(SCC(=O)Nc2ccc(C(N)=O)cc2)nc2c([nH]c3ccccc32)c1=O	4	-1
NC(=O)CC(NC(=O)c1ccc(Br)cc1)c1ccc(NCc2ccc(F)c(F)c2)c([N+](=O)[O-])c1 (configuration not stated)	-11	5
Cc1cc(NCCN2CCOCC2)n2nc(C)c(-c3ccc(Cl)cc3)c2n1	29	4
O=C(c1cccc(N2C(=O)C3C4C=CC(C4)C3C2=O)c1)N1CCN(c2ccccc2)CC1 (configuration not stated)	-9	6
O=C(Cn1cnc2scc(-c3ccc(F)cc3)c2c1=O)N1CCOCC1	0	-4
Cc1c(C(=O)NCc2n[nH]c(=S)n2-c2ccc(F)cc2)cccc1[N+](=O)[O-]	-10	6
N#Cc1cccc(NC(=O)COC(=O)c2cc(S(=O)(=O)Nc3ccccc3Cl)ccc2O)c1	0	2
CN1CCN(CC(=O)Nc2nc(-c3ccccc3)cs2)CC1	29	-6
N#CC1(NC(=O)CSc2nc3ncc(Cl)cc3[nH]2)CCCCC1	9	2
CC(=O)Nc1ccc(S(=O)(=O)N[C@@H](C)C(=O)OCC(=O)c2ccc(Br)s2)cc1	-4	0
Cc1cc(C)cc(NC(=O)CN2C(=O)NC(C)(c3ccccc3)C2=O)c1 (configuration not stated)	27	1
Cc1ccc(N2C(=O)CC(NCc3ccc4c(c3)OCO4)C2=O)cc1Cl (configuration not stated)	-2	8
Cc1cccc(OCC(=O)Nc2ccc(CN3CCOCC3)cc2)c1C	17	-11

Next structures
SMILES	TAG inh	TAG inh DAPI viability
COc1ccc([C@H]2CC(=O)C=C(c3cccc(C(F)(F)F)c3)C2)cc1	8	-4
CC(C)(C)c1ccc(SCCc2ccccn2)cc1	4	2
Cc1ccc(C)c(CSc2nnc(C)c(=O)n2N)c1	-2	-1
COC(=O)[C@H](CC(C)C)NC(=O)Cn1cnc2c(OCc3ccccc3)ncnc21	0	2
COCCNC(=S)Nc1ccc2[nH]c(=O)[nH]c2c1	-9	2
O=C(c1cccc(Cl)c1)N1CCC2CC1c1cc(-c3ccccc3)ccc12 (configuration not stated)	-13	6
COc1cc(Cn2c3ccc(NC(=O)CCc4ccccc4)cc3c(=O)n2C)ccc1F	29	62

Assay outcomes (PubChem)

Some of the compounds tested; the hit share may differ from the screen's.
